Bioassay records (PubChem BioAssay)
RGS4 inh = RGS4 inhibitors, primary screen, cell-based, HEK293 M3R inducible RGS4, calcium flux. Regulator of G-protein signaling 4 (Homo sapiens), P49798. Fluo-4 calcium flux; stronger effect = higher value; triggered by carbachol at its EC20. B-score at 10 µM. 310,000 compounds, 0.45% hits. AID 463165, 2010;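 active = B-score, a plate-corrected calcium signal, over three deviations above library mean, with baseline fluorescence within five deviations of library mean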;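 note: RGS4 expression induced by doxycycline in cells with stable M3 receptor; B-score is computed from the integrated fluorescence ratio over baseline after carbachol; higher B-score means a larger calcium signal and so more RGS4 inhibition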
Target sequence (P49798 whole entry, looked up): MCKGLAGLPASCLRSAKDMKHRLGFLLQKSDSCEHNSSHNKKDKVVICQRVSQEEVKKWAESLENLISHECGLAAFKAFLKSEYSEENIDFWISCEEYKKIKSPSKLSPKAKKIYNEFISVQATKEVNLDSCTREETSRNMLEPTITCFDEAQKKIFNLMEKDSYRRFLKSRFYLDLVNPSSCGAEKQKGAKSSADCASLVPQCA
TRPC6 inhibitor = mouse TRPC6 channel inhibitors, primary screen, cell-based, HEK293, membrane potential dye | Short transient receptor potential channel 6 (Mus musculus), Q61143 | ACh-evoked depolarization; stronger effect = lower value | B-score at 10 µM | 310,000 compounds, 1.1% hits | AID 2553, 2010;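 active = B-score under library mean minus 3 SD, initial fluorescence not abnormally high, positive integrated signal ratio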;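 note: B-score derived from integrated fluorescence ratio over the kinetic read; more negative B-score means stronger inhibition of depolarization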
Target sequence (Q61143 whole entry, looked up): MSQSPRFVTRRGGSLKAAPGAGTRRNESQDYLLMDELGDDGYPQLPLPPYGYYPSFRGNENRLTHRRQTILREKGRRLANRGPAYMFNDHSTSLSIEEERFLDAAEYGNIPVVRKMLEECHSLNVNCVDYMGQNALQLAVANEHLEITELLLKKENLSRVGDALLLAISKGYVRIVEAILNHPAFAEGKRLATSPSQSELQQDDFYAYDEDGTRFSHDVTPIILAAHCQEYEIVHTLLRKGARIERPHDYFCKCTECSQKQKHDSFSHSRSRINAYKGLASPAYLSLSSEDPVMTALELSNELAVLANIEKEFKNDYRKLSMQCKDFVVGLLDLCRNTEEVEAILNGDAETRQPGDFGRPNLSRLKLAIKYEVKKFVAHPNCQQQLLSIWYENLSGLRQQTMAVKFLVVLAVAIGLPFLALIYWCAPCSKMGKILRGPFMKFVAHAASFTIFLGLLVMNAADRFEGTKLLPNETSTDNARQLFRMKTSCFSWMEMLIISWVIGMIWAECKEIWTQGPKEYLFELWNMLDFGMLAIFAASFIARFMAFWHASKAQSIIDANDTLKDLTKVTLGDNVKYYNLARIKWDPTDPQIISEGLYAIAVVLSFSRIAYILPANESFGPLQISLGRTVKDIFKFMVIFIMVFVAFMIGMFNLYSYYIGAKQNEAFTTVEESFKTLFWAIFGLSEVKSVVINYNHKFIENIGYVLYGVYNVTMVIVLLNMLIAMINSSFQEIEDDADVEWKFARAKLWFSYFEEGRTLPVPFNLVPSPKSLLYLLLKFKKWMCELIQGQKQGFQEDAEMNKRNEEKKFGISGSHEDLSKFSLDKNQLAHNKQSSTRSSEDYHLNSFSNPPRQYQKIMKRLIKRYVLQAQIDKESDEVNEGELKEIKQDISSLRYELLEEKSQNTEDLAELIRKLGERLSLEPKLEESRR
TMEM16A act = TMEM16A chloride channel activators or potentiators, primary screen, cell-based, HTS. HEK293 TMEM16A/YFP-H148Q/I152L, iodide quench fluorescence; stronger effect = lower value. B-score at 10 µM. 340,000 compounds, 0.3% hits;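 active = fluorescence-ratio B-score plate-corrected deviation score at least 3 library SD below zero, with starting fluorescence score within 5 deviations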;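 note: channel opened by trigger with iodide after compound preincubation; score built on the fluorescence ratio of max minus min over baseline; more negative score means more quench and so TMEM16A activation or potentiation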
MrgX1 agonist = agonists of human MrgX1 receptor, primary screen, HEK293 cells, Fluo-4 calcium flux; Mas-related G-protein coupled receptor member X1 (Homo sapiens), Q96LB2; Fluo-4 calcium fluorescence, agonist mode; stronger effect = higher value; B-score at 10 µM; 310,000 compounds, 0.44% hits; AID 588627, 2011;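 active = calcium response B-score plate-corrected fluorescence ratio at least 3 library SD, with starting fluorescence B-score inside 5 SD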
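Test system: HEK293 cells stably expressing human MrgX1 receptor; amount: 15,000 cells per well; doses: compound delivered in addition one of three; times: overnight plating before 1 h dye loading; detection: Fluo-4 NW calcium-flux fluorescence, kinetic read; read-out basis: B-scored fluorescence response ratio; controls: positive and negative controls per plate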
MrgX1 PAM = positive allosteric modulators of MrgX1, primary screen, HEK293 cells, Fluo-4 calcium flux; 310,000 compounds, 0.63% hits; Mas-related G-protein coupled receptor member X1 (Homo sapiens), Q96LB2; B-score at 10 µM; AID 588675, 2011; FDSS; stronger effect = higher value;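 active = plate-corrected calcium response at least 3 library SD above typical, normal starting fluorescence, not activating the receptor alone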;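 note: compound read alongside a low EC10 to EC30 dose of BAM8-22 agonist; peak minus trough fluorescence over baseline measured at the second addition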
MrgX1 antagonist = antagonists of human MrgX1 receptor, primary screen, HEK293 cells, Fluo-4 calcium flux | BAM8-22 antagonism; stronger effect = lower value | B-score at 10 µM | 310,000 compounds, 1.3% hits;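 active = calcium-response B-score plate-corrected more than 3 library SD below zero, starting fluorescence within 5 deviations, no agonist response on first addition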;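 note: peak minus trough fluorescence over baseline after final BAM8-22 challenge near maximal dose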
TRPC6 act = mouse TRPC6 channel activators, primary screen, cell-based, HEK293, membrane potential dye. Short transient receptor potential channel 6 (Mus musculus), Q61143. HEK293-TRPC6 membrane potential dye fluorescence; stronger effect = higher value. 310,000 compounds, 0.13% hits. B-score at 10 µM. AID 2550, 2010;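 active = B-score of the integrated fluorescence ratio above library mean plus 3 SD, and starting fluorescence ratio within library mean plus 5 SD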;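 note: higher score means more depolarization so channel activation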
RGS4 act = RGS4 potentiators or activators, primary screen, cell-based, HEK293 M3R inducible RGS4, calcium flux; carbachol calcium flux Fluo4; stronger effect = lower value; B-score at 10 µM; 310,000 compounds, 0.92% hits;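 active = B-score of the integrated calcium signal more than 4 SD below the library mean, with starting fluorescence not abnormally high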;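 note: negative B-score means reduced calcium response which marks RGS4 activation or potentiation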
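test system = HEK293 cells with stable M3R and inducible RGS4 | schedule = recording 10 s baseline at 1 Hz, 100 s post-agonist | technique = Fluo4-AM (2 µM) calcium-flux fluorescence, kinetic read | measure = Agonist-evoked peak-minus-minimum fluorescence over baseline, integrated ratio, B score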
ANO1 block = TMEM16A chloride channel inhibitors, primary screen, cell-based, HTS; Anoctamin-1 (Mus musculus), Q8BHY3; HEK293 TMEM16A/YFP iodide influx fluorescence, ionomycin; normalized B-score (activity score, 25-100; higher = stronger inhibition) at 10 µM; 310,000 compounds, 1.2% hits;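 active = ratio plate-corrected score three or more library SD toward inhibition, starting fluorescence score within five deviations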;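 note: score derived from kinetic fluorescence span divided by baseline fluorescence per well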
HDAC3 inhib = HDAC3 deacetylase inhibitors, primary screen, biochemical, fluorescence, cell-free homogeneous; 320,000 compounds, 0.15% hits; recombinant HDAC3, fluorogenic peptide/trypsin coupled; AID 2718, 2010; inhibition, % at 8.3 µM; in the data active = inhibition above about 26%, passing the limit was not always enough; inconclusive = no clear call, values can overlap the other calls
SKKanGAS inh = S. pyogenes SKKanGAS growth inhibitors in kanamycin, primary screen, streptokinase expression inhibitor project, SKKanGAS strain, BacTiter-Glo luminescence; 6 h; inhibition, % at 7.5 µM; 300,000 compounds, 1.3% hits;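 active = mean replicate score, as percent of positive control median, at least 50; inconclusive = mean below 50 but one replicate at or above 50; inactive = mean and every replicate below 50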;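 note: strain carries kanamycin resistance gene driven by streptokinase promoter and grows in 40 µg/ml kanamycin; loss of luminescence reflects streptokinase promoter inhibition or plain growth inhibition; 0% = median of DMSO wells and 100% = positive control at its reference dose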
The depositor's hits bear a star. Random draw from the library (roughly 6.7% active in at least one column).

How did COC(=O)c1c(N2C(=O)CCC2=O)sc2c1CCCC2 do in these assays?
RGS4 inh: inactive; TRPC6 inhibitor: inactive; TMEM16A act: inactive; MrgX1 agonist: inactive; MrgX1 PAM: inactive; MrgX1 antagonist: inactive; TRPC6 act: inactive; RGS4 act: inactive; ANO1 block: inactive; HDAC3 inhib: 4; SKKanGAS inh: -3

What do the screens show for `O=C(CC1C(=O)NCCN1Cc1c(F)cccc1Cl)NCCc1ccccn1` (centres undefined)?
RGS4 inh: inactive; TRPC6 inhibitor: inactive; TMEM16A act: inactive; MrgX1 agonist: inactive; MrgX1 PAM: inactive; MrgX1 antagonist: inactive; TRPC6 act: inactive; RGS4 act: inactive; ANO1 block: inactive; HDAC3 inhib: 0; SKKanGAS inh: 7

Results for Clc1cccc(-c2nnc(-c3ccno3)o2)c1 ?
RGS4 inh: inactive; TRPC6 inhibitor: inactive; TMEM16A act: inactive; MrgX1 agonist: inactive; MrgX1 PAM: inactive; MrgX1 antagonist: inactive; TRPC6 act: inactive; RGS4 act: inactive; ANO1 block: inactive; HDAC3 inhib: 1; SKKanGAS inh: 5

What do the screens show for `C=CCN1C(=O)C(CC(=O)Nc2ccc(OC)cc2)N(Cc2ccco2)C1=S` (centres undefined)?
RGS4 inh: inactive; TRPC6 inhibitor: inactive; TMEM16A act: -6.8*; MrgX1 agonist: inactive; MrgX1 PAM: inactive; MrgX1 antagonist: inactive; TRPC6 act: inactive; RGS4 act: inactive; ANO1 block: inactive; HDAC3 inhib: 3; SKKanGAS inh: 3

What do the screens show for `CC(C)NC(=O)CN(Cc1ccc(F)cc1)C(=O)CCC(=O)Nc1nccs1`?
RGS4 inh: inactive; TRPC6 inhibitor: inactive; TMEM16A act: inactive; MrgX1 agonist: inactive; MrgX1 PAM: inactive; MrgX1 antagonist: inactive; TRPC6 act: inactive; RGS4 act: inactive; ANO1 block: inactive; HDAC3 inhib: 1; SKKanGAS inh: -1

Results for COCC1CCN(C(=O)c2ccc3oc(CCCc4ccccc4)nc3c2)C1 (centres undefined) ?
RGS4 inh: inactive; TRPC6 inhibitor: inactive; TMEM16A act: inactive; MrgX1 agonist: inactive; MrgX1 PAM: inactive; MrgX1 antagonist: inactive; TRPC6 act: inactive; RGS4 act: inactive; ANO1 block: inactive; HDAC3 inhib: -5; SKKanGAS inh: -2

Results for O=C(NCCc1ccccn1)c1n[nH]c(=O)c2ccccc12 ?
RGS4 inh: inactive; TRPC6 inhibitor: inactive; TMEM16A act: inactive; MrgX1 agonist: inactive; MrgX1 PAM: inactive; MrgX1 antagonist: inactive; TRPC6 act: inactive; RGS4 act: inactive; ANO1 block: inactive; HDAC3 inhib: -8; SKKanGAS inh: 0

How did CCC(C(=O)c1ccc2ncccc2c1)c1ccccc1 (centres undefined) do in these assays?
RGS4 inh: inactive; TRPC6 inhibitor: inactive; TMEM16A act: inactive; MrgX1 agonist: inactive; MrgX1 PAM: inactive; MrgX1 antagonist: inactive; TRPC6 act: inactive; RGS4 act: inactive; ANO1 block: inactive; HDAC3 inhib: -1; SKKanGAS inh: -3

Results for CCCNC(=S)N1CCN(C(c2ccccc2)c2ccccc2)CC1 ?
RGS4 inh: inactive; TRPC6 inhibitor: inactive; TMEM16A act: inactive; MrgX1 agonist: inactive; MrgX1 PAM: inactive; MrgX1 antagonist: inactive; TRPC6 act: inactive; RGS4 act: inactive; ANO1 block: inactive; HDAC3 inhib: inconclusive; SKKanGAS inh: 4

How did Cc1cccc(N2C(=O)C(O)=C(C(=O)c3cccs3)C2c2ccc(C(C)C)cc2)n1 (centres undefined) do in these assays?
RGS4 inh: inactive; TRPC6 inhibitor: inactive; TMEM16A act: inactive; MrgX1 agonist: inactive; MrgX1 PAM: inactive; MrgX1 antagonist: inactive; TRPC6 act: inactive; RGS4 act: inactive; ANO1 block: inactive; HDAC3 inhib: -4; SKKanGAS inh: 45

How did CC1CCC(NC(=O)CNC(=O)c2ccc3ccccc3c2)CC1 (centres undefined) do in these assays?
RGS4 inh: inactive; TRPC6 inhibitor: inactive; TMEM16A act: inactive; MrgX1 agonist: inactive; MrgX1 PAM: inactive; MrgX1 antagonist: inactive; TRPC6 act: inactive; RGS4 act: inactive; ANO1 block: inactive; HDAC3 inhib: -1; SKKanGAS inh: -18

How did COc1cc2nc(Nc3ccc(F)cc3)nc(N)c2cc1OC do in these assays?
RGS4 inh: inactive; TRPC6 inhibitor: inactive; TMEM16A act: inactive; MrgX1 agonist: inactive; MrgX1 PAM: inactive; MrgX1 antagonist: -6.1*; TRPC6 act: inactive; RGS4 act: inactive; ANO1 block: inactive; HDAC3 inhib: 3; SKKanGAS inh: -9

What do the screens show for `CCOc1ccc2nc(N3CCC(C(=O)Nc4nnc(CC)s4)CC3)sc2c1`?
RGS4 inh: inactive; TRPC6 inhibitor: inactive; TMEM16A act: inactive; MrgX1 agonist: inactive; MrgX1 PAM: inactive; MrgX1 antagonist: inactive; TRPC6 act: inactive; RGS4 act: inactive; ANO1 block: inactive; HDAC3 inhib: 2; SKKanGAS inh: -1

Results for Cc1nc(Nc2ccc(S(N)(=O)=O)cc2)sc1C(=O)Nc1ccccc1 ?
RGS4 inh: inactive; TRPC6 inhibitor: inactive; TMEM16A act: -8.9*; MrgX1 agonist: 32*; MrgX1 PAM: inactive; MrgX1 antagonist: inactive; TRPC6 act: inactive; RGS4 act: inactive; ANO1 block: inactive; HDAC3 inhib: 13; SKKanGAS inh: -7

What do the screens show for `O=c1[nH]c2ccc(S(=O)(=O)NCc3ccccc3)cc2[nH]1`?
RGS4 inh: inactive; TRPC6 inhibitor: inactive; TMEM16A act: inactive; MrgX1 agonist: inactive; MrgX1 PAM: inactive; MrgX1 antagonist: inactive; TRPC6 act: inactive; RGS4 act: inactive; ANO1 block: inactive; HDAC3 inhib: 6; SKKanGAS inh: 13

What do the screens show for `N#Cc1cc(Cl)c(N2CCOCC2)cc1C#N`?
RGS4 inh: inactive; TRPC6 inhibitor: inactive; TMEM16A act: inactive; MrgX1 agonist: inactive; MrgX1 PAM: inactive; MrgX1 antagonist: inactive; TRPC6 act: inactive; RGS4 act: inactive; ANO1 block: inactive; HDAC3 inhib: 2; SKKanGAS inh: -2

How did CC(C)CCNC(=O)C1CC(=O)N(C2CCCC2)C1 (centres undefined) do in these assays?
RGS4 inh: inactive; TRPC6 inhibitor: inactive; TMEM16A act: inactive; MrgX1 agonist: inactive; MrgX1 PAM: inactive; MrgX1 antagonist: inactive; TRPC6 act: inactive; RGS4 act: inactive; ANO1 block: inactive; HDAC3 inhib: 4; SKKanGAS inh: 14

How did COc1ccc2oc(C(=O)N(C)Cc3ccc(OC(F)F)cc3)c(C)c2c1 do in these assays?
RGS4 inh: inactive; TRPC6 inhibitor: inactive; TMEM16A act: inactive; MrgX1 agonist: inactive; MrgX1 PAM: inactive; MrgX1 antagonist: inactive; TRPC6 act: inactive; RGS4 act: inactive; ANO1 block: inactive; HDAC3 inhib: -1; SKKanGAS inh: 3

How did CC(=O)c1cccc(NC(=O)NC2CCCc3ccccc32)c1 (centres undefined) do in these assays?
RGS4 inh: inactive; TRPC6 inhibitor: inactive; TMEM16A act: inactive; MrgX1 agonist: inactive; MrgX1 PAM: inactive; MrgX1 antagonist: inactive; TRPC6 act: inactive; RGS4 act: inactive; ANO1 block: inactive; HDAC3 inhib: -5; SKKanGAS inh: 3

What do the screens show for `CCC(c1nnnn1Cc1ccco1)N(Cc1cc2cc(OC)ccc2[nH]c1=O)C1CCCCC1` (centres undefined)?
RGS4 inh: 17*; TRPC6 inhibitor: inactive; TMEM16A act: inactive; MrgX1 agonist: inactive; MrgX1 PAM: inactive; MrgX1 antagonist: inactive; TRPC6 act: inactive; RGS4 act: inactive; ANO1 block: inactive; HDAC3 inhib: 1; SKKanGAS inh: 1

Results for O=C(NC1CC1)c1cccc(Oc2ccccc2)c1 ?
RGS4 inh: inactive; TRPC6 inhibitor: inactive; TMEM16A act: inactive; MrgX1 agonist: inactive; MrgX1 PAM: inactive; MrgX1 antagonist: inactive; TRPC6 act: inactive; RGS4 act: inactive; ANO1 block: inactive; HDAC3 inhib: inconclusive; SKKanGAS inh: -4

Results for NS(=O)(=O)c1cccc(NC(=O)/C=C/c2cccs2)c1 ?
RGS4 inh: inactive; TRPC6 inhibitor: inactive; TMEM16A act: inactive; MrgX1 agonist: inactive; MrgX1 PAM: inactive; MrgX1 antagonist: inactive; TRPC6 act: inactive; RGS4 act: inactive; ANO1 block: inactive; HDAC3 inhib: 3; SKKanGAS inh: 3

What do the screens show for `COc1cc(C)c(Cl)cc1S(=O)(=O)NCc1ccncc1`?
RGS4 inh: inactive; TRPC6 inhibitor: inactive; TRPC6 act: inactive; RGS4 act: inactive; SKKanGAS inh: -8

What do the screens show for `COC(=O)C1=C(C)N(CCCC(=O)O)C(=O)NC1c1cccc2ccccc12` (centres undefined)?
RGS4 inh: inactive; TRPC6 inhibitor: inactive; TMEM16A act: inactive; MrgX1 agonist: inactive; MrgX1 PAM: inactive; MrgX1 antagonist: inactive; TRPC6 act: inactive; RGS4 act: inactive; ANO1 block: inactive; HDAC3 inhib: 0; SKKanGAS inh: 4

Results for COc1cccc(OC)c1NC(=O)CN1CCN(C)CC1 ?
RGS4 inh: inactive; TRPC6 inhibitor: inactive; TMEM16A act: inactive; MrgX1 agonist: inactive; MrgX1 PAM: inactive; MrgX1 antagonist: inactive; TRPC6 act: inactive; RGS4 act: inactive; ANO1 block: inactive; HDAC3 inhib: 4; SKKanGAS inh: 2
